# NOD1 NF-kB reporter: inhibition of NOD1-driven NF-kB reporter – cell-based, luminescence, uHTS, primary screen (AID 1578); inhibition, % at 4 µM, or EC50 in µM where a hit was titrated; NOD1-driven NF-kB luciferase reporter cells, luminescence; higher % means a stronger effect; hit rate 1% among 290,000; in the data active = inhibition mostly above about 36%, no sharp cut-off; inactive = mostly below about 34%;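 also: HEK-293T reporter cells stimulated with the NOD1 agonist gamma-tri-DAP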
# GPR55 LPI antagonism: inhibition of LPI-stimulated GPR55 beta-arrestin translocation – imaging, U2OS, beta-arrestin-GFP, LPI agonist, primary screen (AID 2013); inhibition, % at 10 µM, or IC50 in µM where a hit was titrated; hit rate 0.13% among 290,000; U2OS GPR55 beta-arrestin-GFP translocation imaging, LPI antagonism; higher % means a stronger effect;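 active = spots per cell inhibited over 60%, with over 100 cells counted and total cytoplasm intensity under 500,000; inconclusive = wells with under 100 cells, flagged as likely toxic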;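 also: U2OS cells stably carrying GPR55 and arrestin-GFP stimulated by 5 µM LPI near EC80; imaged beta-arrestin-GFP aggregate spots per cell after agonist stimulation; plate controls were LPI-stimulated DMSO wells for no effect and DMSO wells without LPI for full effect; some results filed as inactive read as strong as hits; confirmed hits need IC50 under 10 µM and bright autofluorescent wells are also inconclusive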
# KOR beta-arrestin-1: KOR antagonists, beta-arrestin recruitment, cell-based, luminescence, uHTS (AID 1778) | hit rate 0.091% among 290,000 | one-dose inhibition, % at 10 µM; IC50 in µM for titrated hits | KOR beta-arrestin recruitment, luminescence, antagonist mode; higher % means a stronger effect; also: strong numbers were not always called active
# Myeloid diff 2: compounds promoting myeloid differentiation; ER-HoxA9 myeloid progenitors, lysozyme-GFP differentiation, flow cytometry; AID 624256; hit rate 1% among 360,000; calls only at 10 µM;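 active = normalized GFP-positive differentiation at or above the plate's own cutoff, the solvent-only control mean plus 3 SD; inconclusive = no clear call, values can overlap the other calls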;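 also: cells exposed to compound for four days before flow analysis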
# NTR1 agonist: NTR1-driven beta-arrestin-GFP spot formation – imaging, U2OS cells, high content, primary screen (AID 493036); P30989; agonist mode; activation, % at 20 µM; hit rate 0.17% among 330,000;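 active = activation at or above 40% of the spot to cytoplasm intensity ratio, with at least 20 cells analyzed; inconclusive = wells under 20 cells, flagged as cytotoxic or low count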;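 also: 0% = DMSO without peptide and 100% = 100 nM NTR1 peptide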
# Target sequence (P30989 whole entry, looked up): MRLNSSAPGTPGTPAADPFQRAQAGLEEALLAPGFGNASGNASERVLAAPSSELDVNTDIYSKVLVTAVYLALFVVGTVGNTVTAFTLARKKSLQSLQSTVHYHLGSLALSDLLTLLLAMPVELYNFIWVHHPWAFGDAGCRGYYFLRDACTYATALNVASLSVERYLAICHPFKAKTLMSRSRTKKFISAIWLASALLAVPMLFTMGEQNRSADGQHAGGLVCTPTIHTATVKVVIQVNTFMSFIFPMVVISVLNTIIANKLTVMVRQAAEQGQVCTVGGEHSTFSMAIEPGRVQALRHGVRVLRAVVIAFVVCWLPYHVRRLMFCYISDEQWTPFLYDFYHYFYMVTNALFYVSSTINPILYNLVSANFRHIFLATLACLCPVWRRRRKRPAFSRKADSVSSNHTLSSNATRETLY
# GPR55 beta-arrestin: GPR55 agonists via beta-arrestin recruitment, primary screen, imaging, U2OS cells, beta-arrestin-GFP redistribution (AID 1961); hit rate 0.048% among 290,000; activation, % at 10 µM, or EC50 in µM where a hit was titrated; U2OS GPR55 beta-arrestin-GFP redistribution imaging; higher % means a stronger effect;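 active = activation above 40% with more than 50 cells counted in the well; inconclusive = wells holding fewer than 50 cells, flagged as toxic or sparse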;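 also: U2OS osteosarcoma cells stably expressing GPR55 and beta-arrestin-GFP; plate controls were DMSO negative control for no effect and LPI positive control for full effect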
# HEK293 NOD2/NF-kB: inhibition of NOD2-driven NF-kB reporter – cell-based, luminescence, uHTS, HEK293 (AID 1566); one-dose inhibition, % at 4 µM; EC50 in µM for titrated hits; HEK293 NOD2/NF-kB luciferase reporter, luminescence; higher % means a stronger effect; hit rate 0.63% among 290,000; also: many of its hits are not listed in these tables
# T cell HTS: modulates CD8 T cell binding to vesicles. 2C CD8+ T cell-vesicle binding, flow cytometry; active compounds read low. calls only at 7 µM. hit rate 0.068% among 330,000. AID 2052;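 active = response, share of CD8 T cells binding vesicles, and their 90th percentile fluorescence all below set limits, cut at about 80% in these data, passing the limit was not always enough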
#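 Benchmarks: naked versus QL9-loaded vesicles / Assay system: purified 2C TCR transgenic mouse naive CD8+ T cells / Technique: high-throughput flow cytometry with anti-B7-1 and anti-CD8 staining / Timing: Cell–vesicle co-incubation 1.5 h at 37 °C, staining 20 min on ice / Read-out: percent CD8+ FL2 mean versus row control / Probe or stimulus: QL9-loaded Drosophila micro-vesicles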
# KOR beta-arrestin-2: KOR agonists, beta-arrestin recruitment, primary screen, cell-based, luminescence, uHTS (AID 1777). KOR beta-arrestin recruitment, luminescence; higher % means a stronger effect. one-dose activation, % at 10 µM; EC50 in µM for titrated hits. hit rate 0.02% among 280,000; in the data active = activation above about 50%, passing the limit was not always enough; also: a part of the inactive calls stands beside numbers as strong as those of hits
# T cell HTS vesicle-bound %: further read-out of T cell HTS, marked with its call; double positive events, %; measured here: CD8+ vesicle-bound cell fraction;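 binding gate set so that unloaded-vesicle control wells show 10% double positive cells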
# NTR1 agonist cell count 20 µM: also measured in NTR1 agonist; calls as there; cell count; measured here: cell count, cytotoxicity flag
# Myeloid diff 2 GFP+ MAC1+ %: also measured in Myeloid diff 2; calls as there; GFP+ MAC1+ double positive, %; measured here: differentiation confirmed by MAC1 staining
# Active calls of the source: *; i = inactive; ? = inconclusive; nt = no result given; + = active, no number; [ ] = dose if it differs, or a comment. Rule as the data show it, unless noted: active = inhibition above about 50%; inactive = the rest. A portion of the library; the hit share may differ from the screen's.
SMILES,NOD1 NF-kB reporter,GPR55 LPI antagonism,KOR beta-arrestin-1,Myeloid diff 2,Myeloid diff 2 GFP+ MAC1+ %,NTR1 agonist,NTR1 agonist cell count 20 µM,GPR55 beta-arrestin,HEK293 NOD2/NF-kB,T cell HTS,T cell HTS vesicle-bound %,KOR beta-arrestin-2
COc1cccc(N=Cc2nc(-c3ccccc3)oc2OC(C)=O)c1,-1%,-3%,14%,i,0.4,3.0,46,0.3%,11%,i,39,-3.3%
CN(Cc1ccccc1)C(=O)CSc1n[nH]c(N)n1,-3%,2%,1%,i,0.8,-0.2,46,-0.1%,-6%,i,30,-1.9%
O=C1CC(N2CCN(C/C=C/c3ccccc3)CC2)C(=O)N1CCc1ccccc1 (configuration not stated),3%,-6%,4%,i,8.2,1.6,57,1.3%,14%,i,25,-7.8%
O=C(Nc1cccc(C(F)(F)F)c1)c1cccc(NS(=O)(=O)c2ccc(Br)c(C(=O)O)c2)c1,-9%,-4%,-52%,i,0.5,-0.9,61,-0.5%,-11%,i,54,-5.8%
Cc1ccc(N(CC(=O)NCCc2ccc(Cl)cc2)S(=O)(=O)c2c(C)noc2C)cc1,12%,-16%,-26%,i,0.3,6.5,49,-0.2%,-9%,i,30,5.8%
c1ccc(-c2nc(NCc3cccnc3)c3oc4ccccc4c3n2)cc1,0%,3%,-6%,i,0.3,13,84,0.5%,14%,i,12,-1.4%
O=C(Nc1ccc(Oc2ccc(NC(=O)Nc3ccccc3Cl)cc2)cc1)Nc1ccccc1Cl,-7%,8%,-31%,i,0.2,0.0,91,0.0%,-151%,i,29,3.1%
Nc1nc2ccccc2[nH]1,-13%,5%,20%,i,0.2,-1.1,84,0.0%,4%,i,36,-3.1%
Cc1ccc(S(=O)(=O)CCC(=O)NCCN2C(=O)S/C(=C/c3ccc(F)cc3)C2=O)cc1,-18%,0%,18%,i,1.8,3.4,65,-0.2%,7%,i,45,-4.9%
Cc1ccc(CNCc2ccc3c(c2)OCO3)cc1,-20%,10%,12%,i,0.6,0.0,60,-0.2%,-8%,i,15,-2.2%
Cc1ccc(-c2cc(C(=O)N3CCCc4ccccc43)no2)cc1,-41%,1%,-6%[20 µM],i,0.7,7.0,85,0.2%,-49%,i,46,-3.7%
Cc1ccc(C2NNC(=O)C2NC(=O)c2ccccc2)cc1 (configuration not stated),-56%,-3%,-27%,i,1.1,1.4,44,0.7%,-15%,i,39,-2.2%
CC1=CC=CN2C1=NC(=O)CC2(C)C(=O)N(CC(=O)NC1CCCC1)Cc1ccccc1 (configuration not stated),-11%,3%,-48%,i,3.9,6.5,53,-0.1%,-10%,i,23,1.8%
C#CCN(Cc1ccco1)C(=O)c1ccc(OC2CCN(Cc3ccccn3)CC2)cc1,-14%,2%,-25%,i,0.8,0.4,67,0.2%,6%,i,55,9.3%
Cc1ccccc1C(=O)N1CCC(C(=O)Nc2ccc(C(C)C)cc2)CC1,17%,13%,20%,i,1.0,-0.7,55,0.4%,24%,i,6,-4.0%
CCn1c(CNC(=O)C23CC4CC(CC(C4)C2)C3)nnc1SCC(=O)Nc1nnc(C)s1,0%,9%,-2%,i,1.4,1.9,93,-0.2%,7%,i,20,-5.3%
COc1cccc(/C=C2/SC(=S)N(CC(=O)Nc3nnc(C)s3)C2=O)c1,-30%,8%,-57%,i,2.4,nt,nt,0.2%,5%,nt,nt,1.4%
O=c1c(/C=C(\O)c2ccccc2)nc2ccccc2n1-c1ccccc1,-73%,14%,31%,+,37*,-1.2,64,-0.1%,8%,i,44,-4.1%
Fc1ccc(N2CCN(c3nc(-c4ccco4)cc(C(F)(F)F)n3)CC2)cc1,0%,28%,6%,i,0.4,8.1,82,-0.1%,-2%,i,62,3.3%
COc1ccc(-n2nnnc2-c2ccccc2)cc1,5%,-8%,6%,?,nt,-1.5,50,0.5%,-12%,i,20,-5.9%
Cc1ccccc1C(=O)NCCc1nnc(SCC(=O)Nc2nc(-c3ccccc3)cs2)n1C,-20%,-1%,-15%,i,0.6,-0.3,98,-0.5%,10%,i,44,-3.1%
O=C(c1nn2c(C(F)(F)F)cc(-c3cccs3)nc2c1Br)N1CCCc2ccccc21,-19%,6%,18%,i,1.1,4.8,59,-0.3%,-3%,i,43,0.8%
Cc1noc(NC(=O)c2ccc(Cl)cc2)c1Cl,-33%,7%,1%,i,1.0,-0.6,39,-0.4%,-22%,i,51,-2.5%
CC(NC(=O)c1ccc(Cn2cc([N+](=O)[O-])cn2)o1)c1ccccc1 (configuration not stated),0%,2%,31%,i,1.1,-2.9,96,-0.1%,9%,i,45,5.4%
CC(=O)Nc1ccc(OCCOc2ccc(/C=C3\C(=N)N4N=C(C)SC4=NC3=O)cc2)cc1,-6%,-12%,-25%,i,0.6,1.4,46,-0.1%,-8%,i,20,5.9%
CCOC(=O)NC(=O)CSc1ccccn1,-20%,18%,11%,i,12,-1.1,41,0.0%,-5%,i,21,-2.8%
Cc1ccc(/C=N/N(C)S(=O)(=O)c2ccc(C)cc2)cc1,5%,-14%,-21%,i,0.7,1.7,88,0.0%,33%,i,52,-6.7%
Cc1cc(-c2nc3cccnc3s2)ccc1NS(=O)(=O)c1cccs1,-3%,-12%,-6%,i,1.2,1.4,97,-0.1%,-70%,i,34,-1.5%
CC(=O)c1c(COC(=O)c2cccnc2)nc2ccccc2[n+]1[O-],-14%,-7%,28%,i,0.9,1.9,41,-0.2%,8%,i,37,-6.1%
CCNC(=O)COC(=O)/C=C/c1cccc(F)c1,-25%,17%,19%,i,0.3,0.1,44,-0.3%,12%,i,25,-2.5%

# Entries of single compounds, quoted from the list. Order of screens: NOD1 NF-kB reporter	GPR55 LPI antagonism	KOR beta-arrestin-1	Myeloid diff 2	Myeloid diff 2 GFP+ MAC1+ %	NTR1 agonist	NTR1 agonist cell count 20 µM	GPR55 beta-arrestin	HEK293 NOD2/NF-kB	T cell HTS	T cell HTS vesicle-bound %	KOR beta-arrestin-2
# CCNC(=O)COC(=O)/C=C/c1cccc(F)c1 across the screens: -25%	17%	19%	i	0.3	0.1	44	-0.3%	12%	i	25	-2.5%
# CC(NC(=O)c1ccc(Cn2cc([N+](=O)[O-])cn2)o1)c1ccccc1 (configuration not stated) across the screens: 0%	2%	31%	i	1.1	-2.9	96	-0.1%	9%	i	45	5.4%

# Next part
SMILES,NOD1 NF-kB reporter,GPR55 LPI antagonism,KOR beta-arrestin-1,Myeloid diff 2,Myeloid diff 2 GFP+ MAC1+ %,NTR1 agonist,NTR1 agonist cell count 20 µM,GPR55 beta-arrestin,HEK293 NOD2/NF-kB,T cell HTS,T cell HTS vesicle-bound %,KOR beta-arrestin-2
COCCNS(=O)(=O)c1cc2[nH]c3c(c2cc1C)C(=O)CC(C)(C)C3,-7%,2%,-37%,i,0.7,-0.5,106,-0.1%,7%,i,58,0.9%
CCCC(=O)NC(=S)Nc1cccc(NC(=O)c2ccccc2)c1,-28%,-9%,-8%,i,0.2,2.0,45,0.4%,14%,i,37,-1.5%
CC(C)(C)c1cc(CN2CCCC(O)C2)c(O)c(C(C)(C)C)c1 (configuration not stated),20%,9%,-15%,i,4.2,12,56,0.0%,24%,i,26,-0.3%
COC(=O)CSc1nnc(-c2ccc(S(=O)(=O)N3CCCC3)cc2)n1C,14%,-4%,5%,i,1.7,8.0,5,-0.1%,-1%,i,45,-2.6%
COc1cccc(NC(=O)C(c2ccccc2)N2CCN(c3ccccn3)CC2)c1 (configuration not stated),2%,8%,12%,i,0.1,1.2,69,-0.3%,-5%,i,41,3.3%
COc1cccc(N2CCN(C3CC(=O)N(c4ccc(Cl)c(Cl)c4)C3=O)CC2)c1 (configuration not stated),-33%,12%,19%,i,0.6,-0.8,89,0.0%,-4%,i,26,1.0%
COc1cccc(-c2nn(-c3ccccc3)cc2/C=C(/NC(=O)c2ccccc2)C(=O)O)c1,-10%,7%,-8%,i,0.7,0.6,60,-0.1%,-13%,i,10,4.8%
O=C(/C=C/c1ccccc1)Oc1cccc2cccnc12,-3%,10%,-7%,i,0.6,0.5,63,-0.1%,13%,i,27,2.7%
CCCn1nc(NC(=O)c2ccco2)c2cc3cc(C)ccc3nc21,0%,4%,17%,i,0.9,2.5,46,0.0%,-4%,i,49,nt
CCCCc1c(C(=O)O)cc(OC)cc1C(=O)O,9%,2%,6%,i,0.5,-0.6,75,-0.1%,15%,i,62,-4.5%
CC1CCCCN1CCCNC(=O)c1ccc2nc(N3CCCCC3)sc2c1 (configuration not stated),-18%,9%,-23%[20 µM],i,4.0,0.1,40,0.8%,-68%,i,29,2.2%
CC(Oc1ccccc1)C(=O)N1CCc2ccccc2C1 (configuration not stated),-22%,2%,-4%,i,0.4,0.1,56,0.3%,5%,i,33,-0.2%
Oc1ccc(NCc2cccs2)cc1,1%,-1%,-4%,i,0.2,0.5,61,0.2%,0%,i,61,2.3%
COc1ccc(N(CC(=O)Nc2ccc(F)cc2)S(=O)(=O)c2ccccc2[N+](=O)[O-])c(OC)c1,-27%,7%,-4%[20 µM],i,0.2,-1.2,96,-0.1%,5%,i,49,nt
COc1ccc(C2NC(=S)N(c3ccccc3)C(C)=C2C(=O)Nc2ccccc2)cc1 (configuration not stated),-4%,2%,-2%,i,0.0,-0.1,51,-0.1%,-8%,i,17,3.0%
C/C(=N\Nc1ccc([N+](=O)[O-])cc1)c1ccc(N)cc1,0%,-31%,10%,i,1.6,nt,nt,-0.6%,18%,i,29,3.1%
O=C(CNC(=O)c1ccc(Cl)cc1Cl)OCC(=O)N1CCN(c2ccccc2)CC1,-17%,-1%,6%,i,0.4,2.1,57,-0.1%,15%,i,12,-3.5%
CCOC(=O)C(=CNc1ncccc1C)C(=O)OCC,-30%,0%,19%,i,1.9,-0.6,49,0.1%,-7%,i,23,-1.2%
CC(C)c1ccc(C2c3[nH]c4ccccc4c3C[C@H]3C(=O)N(c4ccccc4C(=O)N4CCC(C(=O)O)CC4)C(=O)N23)cc1 (some centres not stated),-31%,-7%,-10%[20 µM],i,2.3,1.1,94,0.2%,3%,i,37,-6.3%
COC(=O)c1ccccc1NC(=O)CSc1nnc(-c2cccnc2)o1,-8%,-1%,-13%,i,3.7,2.7,60,-0.1%,-7%,i,27,-2.8%
O=C(CCC1CCN(C(=O)Cc2c(F)cccc2F)CC1)NC1CC1,45%,-19%,-23%,i,3.0,-0.5,61,-0.1%,-9%,i,21,4.4%
